Assay outcomes deposited in PubChem by National Center for Advancing Translational Sciences (NCATS).
SMN2 splice enh: SMN2 splice variant enhancement; HEK293 SMN2-luciferase splicing reporter, luminescence, 30-36 h; Potency, µM (top dose mostly 46.1 µM), for the others: top-dose activity change, positive = activation, most hits filed as activators; hit rate 2.8% among 210,000; also: % of control where 0% means no effect; nearly all actives have a fitted effect of over 55% in size
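HEK293 cells carry an SMN2 minigene-luciferase reporter in which exon 7 inclusion puts luciferase in frame. Cells were seeded at 2000 cells/well, attached for 10-12 hours, then exposed to compounds for 30-36 hours at 37C before ONE-Glo luminescence.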
Epigenetic reg: epigenetic control regulation, reporter derepression; AID 1865; hit rate 0.2% among 280,000; murine LDR cells, GFP reporter derepression, 30 h; Potency, µM (series often up to 53.9 µM), inactives show at the highest dose GFP activation, usual class: activators; also: % of control where 0% means no effect; nearly all actives have a fitted effect of over 60% in size
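Readout is the number of GFP-expressing murine LDR cells, counted by cytometry following washing. Cells were treated with compound for 30 h at 37 C; the stably integrated CMV-GFP locus is normally silent.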
KinaseGlo FLuc: blocks Kinase-Glo luciferase, a counter-screen artifact; Q27757; Potency, µM (titrated, usually from 38.3 µM), without a hit: top-dose activity change, negative = inhibition, most hits filed as inhibitors; AID 1379; hit rate 0.28% among 200,000; Kinase-Glo luciferase, ATP luminescence, 8 min; also: % is scaled to controls: 0 for no effect and ±100 for the full control effect; nearly all actives have a fitted effect of over 60% in size
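Compound is pinned into ATP-containing buffer (10 uM ATP, imidazole pH 7.2, 7 mM MgCl2). Kinase-Glo luciferase reagent is then added. Light output is recorded following an 8-min room-temperature incubation.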
GoLoco inh red: RGS12 GoLoco-Gai1 interaction inhibition | Potency, µM (top dose mostly 61.6 µM), for inactives: at the highest dose activity, negative = inhibition, actives largely listed as inhibitors | P63096 | Gai1:RGS12 GoLoco peptide FP, rhodamine, 10 min | hit rate 0.44% among 230,000; active = well fitted inhibition curve with a large enough effect, not every such curve was filed as active; inactive = no such curve, though single readings can be large or run the other way; also: % is scaled to controls: 0 for no effect and ±100 for the full control effect; nearly all actives have a fitted effect of over 30% in size; many of its hits are not listed in these tables
Target sequence (P63096 whole entry, looked up): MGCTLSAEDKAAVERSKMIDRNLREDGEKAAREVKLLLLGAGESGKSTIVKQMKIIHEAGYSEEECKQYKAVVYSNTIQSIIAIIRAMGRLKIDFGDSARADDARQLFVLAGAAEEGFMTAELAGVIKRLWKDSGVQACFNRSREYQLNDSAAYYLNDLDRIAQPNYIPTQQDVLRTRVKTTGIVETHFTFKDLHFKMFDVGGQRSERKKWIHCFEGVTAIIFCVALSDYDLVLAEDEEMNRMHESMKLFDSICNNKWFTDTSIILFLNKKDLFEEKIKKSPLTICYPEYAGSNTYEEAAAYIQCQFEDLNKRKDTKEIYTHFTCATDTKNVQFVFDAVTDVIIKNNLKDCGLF
RECQ1 inh: blocks DNA unwinding by human RECQ1. P46063. RECQ1 DNA unwinding, red fluorescence kinetic read. Potency, µM (highest dose often 57.3 µM), without a hit: top-dose activity, negative = inhibition, usual class: inhibitors. hit rate 0.54% among 240,000. AID 2549;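 also: plate controls were vehicle for no effect and no enzyme for full effect; nearly all actives have a fitted effect of over 30% in size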
Target sequence (P46063 whole entry, looked up): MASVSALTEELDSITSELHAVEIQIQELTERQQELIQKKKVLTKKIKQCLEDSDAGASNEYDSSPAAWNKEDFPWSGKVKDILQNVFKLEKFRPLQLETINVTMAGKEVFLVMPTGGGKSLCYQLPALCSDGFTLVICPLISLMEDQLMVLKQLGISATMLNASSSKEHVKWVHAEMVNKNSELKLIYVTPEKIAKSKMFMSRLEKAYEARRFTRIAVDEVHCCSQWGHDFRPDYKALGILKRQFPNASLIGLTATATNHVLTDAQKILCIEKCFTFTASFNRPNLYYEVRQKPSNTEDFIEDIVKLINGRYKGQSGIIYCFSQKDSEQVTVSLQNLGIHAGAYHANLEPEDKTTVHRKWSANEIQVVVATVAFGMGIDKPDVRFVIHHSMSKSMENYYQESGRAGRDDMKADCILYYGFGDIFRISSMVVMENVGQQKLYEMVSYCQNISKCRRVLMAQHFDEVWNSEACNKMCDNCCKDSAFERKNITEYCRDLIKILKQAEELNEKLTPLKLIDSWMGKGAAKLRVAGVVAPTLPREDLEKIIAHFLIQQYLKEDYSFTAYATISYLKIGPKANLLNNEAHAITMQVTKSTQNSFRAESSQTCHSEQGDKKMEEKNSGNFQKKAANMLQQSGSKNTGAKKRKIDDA
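50 nM RECQ1T1 preincubated 15 min with compound in Tris pH 8.0 buffer with MgCl2, DTT, Tween-20 and 2.5 ug/ml poly(dI-dC); started with 200 nM TAMRA/BHQ-2 forked duplex and 2 mM ATP. Unwinding read as fluorescence (525/598 nm), two reads 2 h apart.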
IMPase Li cell: membrane-permeable IMPase blocker, potentiated with lithium | CHO-M1 cells, IP1 TR-FRET (IP-One), carbachol + lithium | Potency, µM (titrated, usually from 59.4 µM), inactives show top-dose activity, negative = IMPase inhibition, most hits filed as inhibitors | hit rate 0.35% among 210,000;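 also: IP1 builds up when IMPase is blocked and the TR-FRET signal falls; plate controls were basal vehicle for no effect and high inhibitor control for full effect; nearly all actives have a fitted effect of over 50% in size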
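CHO cells stably expressing M1 receptor (2000/well, cultured 16–30 h) treated 30 min at 37C with compound plus low lithium. Cytosolic IP1 by TR-FRET (665/620 ratio and 620 channel) after 10 min lysis; AC50 by Hill fit.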
NPSR antagonist: neuropeptide S receptor (human) antagonism, cAMP. Potency, µM (titrated, usually from 38.3 µM), for the others: at the highest dose activity change, negative = inhibition, actives largely listed as inhibitors. AID 1461. hit rate 1% among 220,000. CHO-NPSR cells, cAMP TR-FRET, antagonist mode. Q6W5P4; also: % is scaled to controls: 0 for no effect and ±100 for the full control effect; nearly all actives have a fitted effect of over 50% in size; many of its hits are not listed in these tables
JMJD2E inh: blocks human JMJD2E demethylase activity; JMJD2E catalytic domain, FDH-coupled NADH fluorescence (FDH is formaldehyde dehydrogenase); Potency, µM (doses to about 57.1 µM), for inactives: at the top dose activity change, negative = inhibition, hits mostly inhibitors; AID 2147; B2RXH2; hit rate 1.6% among 230,000; active = well fitted inhibition curve with a large enough effect, not every such curve was filed as active; inconclusive = small, poorly fitted or top-dose-only effect, or another doubt; inactive = no such curve, though single readings can be large or run the other way;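 also: 0% = wells with enzyme and -100% = buffer wells without enzyme; nearly all actives have a fitted effect of over 50% in size; many of its hits are not listed in these tables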
* hit, by the source's call; i = inactive; ? = inconclusive; / = no result given; [ ] = dose if it differs, or a comment. Unless noted, calls follow the shape of the dose curve; as a rule, active = well fitted curve in the direction sought with a large enough effect; inconclusive = small, poorly fitted or top-dose-only effect, or another doubt; inactive = no such curve, though single readings can be large; an effect the other way counts as inactive or inconclusive. Potency is read from the fitted curve at half-maximal effect.

smiles | RECQ1 inh | NPSR antagonist | IMPase Li cell | Epigenetic reg | JMJD2E inh | SMN2 splice enh | KinaseGlo FLuc | GoLoco inh red
Cc1cc(C(=O)Cn2nnc3ccccc3c2=O)c(C)n1-c1ccccc1F | -10% | -3%[46.1 µM] | 21%[38.3 µM] | 3.1% | -18% | 11µM* | -5% | 4%
COc1ccc(C)cc1NC(=O)COC(=O)c1c(C)noc1C | -8% | -1%[46.1 µM] | 18%[38.3 µM] | -0.1% | -2% | -8% | -2% | 2%
O=C(NCc1ccc2c(c1)OCO2)C1CC(=O)N(C2CCCCCCC2)C1 (stereo unspecified) | -4% | -15%[46.1 µM] | -5%[38.3 µM] | 1.1% | 0% | 3% | 0% | 8%
O=C(c1ccc2c3n(nc2c1)-c1ccc(Cl)cc1CO3)N1CCCCC1 | -3% | -13% | / | ? | 3% | / | / | 0%
O=C(Cn1nnc(-c2ccccc2NC(=O)c2ccco2)n1)Nc1ccccc1 | i | -8%[46.1 µM] | 26%[38.3 µM] | 3.0% | ? | 27% | 1% | 0%
Cc1ccc(NC(=O)c2ccccc2-c2ccc(C(F)(F)F)cc2)cc1S(=O)(=O)N1CCOCC1 | -1% | -4% | 4% | 0.0% | 63%[activator] | 0% | 3% | -5%
CCC(=O)Nc1ccc(C(=O)Nc2ccc(OC)cc2[N+](=O)[O-])cc1 | -5% | 4%[46.1 µM] | / | 0.8% | 5% | / | / | /
COc1ccc(NC(=O)c2ccc(C)o2)c([N+](=O)[O-])c1 | -4% | -3%[46.1 µM] | -8% | 0.0% | 3% | ? | -12% | 9%
CCOc1ccc(C(=O)O)cn1 | -9% | -22% | -6% | 1.5% | 6% | 3% | 0% | -6%
Cc1cc(NC(=O)c2nn(C)c(C)c2[N+](=O)[O-])no1 | -3% | -6%[46.1 µM] | 3%[38.3 µM] | -0.3% | 5% | -21% | -3% | -3%
COc1ccc(C(=O)N2CCC(C(=O)Nc3ccc(C)cc3)CC2)cc1 | -2% | 3% | 1% | 2.6% | -12% | -40%[inhibitor] | -5% | 11%
CC(C)Oc1ccc(CNCC2(O)CCOC(C)(C)C2)cc1 (stereo unspecified) | -5% | 10%[46.1 µM] | 3% | -0.8% | ? | 0% | 3% | -2%
O=C1c2ccccc2CN1CCSC(=S)N1CCSCC1 | 1% | -15% | 15% | -0.1% | 4% | 15% | -6% | 5%
COc1cccc(C(C(=O)NC(C)(C)C)N(Cc2ccco2)C(=O)CCC(=O)Nc2cc(C)on2)c1OC (stereo unspecified) | 11% | 7% | -2% | 2.2% | 1% | -8% | 1% | -4%
CS(=O)(=O)N(CC(=O)Nc1ccccc1-c1ccccc1)c1ccc(F)cc1 | i | 25% | 0% | 3.9% | -21% | / | 1% | -5%
N#Cc1c(N)n(CCOC(=O)c2cccc(Br)c2)c2nc3ccccc3nc12 | -4% | -12%[46.1 µM] | -17%[38.3 µM] | -0.7% | ? | -5% | -4% | 3%
COc1ccc(C(=O)Nc2cc(=O)n(C)c(=O)n2C)cc1OC | i | -8%[46.1 µM] | 8% | 1.0% | 1% | 7% | -4% | 4%
CC1(C)OC(c2ccccc2)=C/C(=C\C=N\NC(=O)c2ccncc2)O1 | -22% | -16% | / | -2.4% | 22µM* | / | / | 13%
CC1CC1c1ccc(/C=C(\C#N)C(=O)Nc2cc(Cl)ccc2Cl)o1 (stereo unspecified) | 3% | 0% | -6% | 0.4% | -6% | 9% | -4% | -123%
Cc1cccc(OCC(=O)NCC(=O)N/N=C/c2ccc(O)cc2O)c1 | -16% | 4% | / | 1.4% | 3.2µM* | / | / | -14%
Cc1cccc(-n2cc(CN3CCN(c4ccccn4)CC3)c(-c3cccc(F)c3)n2)c1 | -5% | 48% | 6% | -1.7% | ? | / | 7% | 4%
O=C1N/C(=C/c2cccn2-c2ccccc2)C(=O)N1Cc1ccc(F)cc1 | 8% | 25% | 1% | 7.1µM* | -4% | -8% | -1% | 13%
O=C(O)C1C2CCC(O2)C1C(=O)Nc1cnn(Cc2ccccc2)c1 (stereo unspecified) | -11% | 6%[46.1 µM] | 11%[38.3 µM] | 1.6% | -6% | 0% | 2% | 11%
CN1C(=O)/C(=C\c2cc(Br)cs2)c2ccccc21 | -8% | -9% | -4% | ? | -5% | ? | -12% | 10%
CCOc1ccc(C(=O)C[n+]2ccc(C(=O)NCc3ccccc3)cc2)cc1 | i | -3% | -1% | -1.2% | -20% | -12% | 0% | 10%
CCc1nc(Nc2ccc3nccnc3c2)c2oc3ccccc3c2n1 | -2% | -12%[46.1 µM] | -16%[38.3 µM] | 15% | ? | -9% | -4% | 67%[activator]
COc1ccc(CCNC(=O)C2CCN(S(=O)(=O)c3cccc4nonc34)CC2)cc1OC | i | 5%[46.1 µM] | 7%[38.3 µM] | -0.3% | -1% | 11% | -3% | 12%
CC1(C(=O)NC(=S)N(Cc2ccccc2)c2ccccn2)CC1(Cl)Cl (stereo unspecified) | -3% | 15% | 5% | -6.4% | 12% | -15% | -4% | -12%
CC(OC(=O)C(C)N1C(=O)C2C3C=CC(C4CC34)C2C1=O)C(=O)c1ccccc1 (stereo unspecified) | -1% | 4% | -2% | 1.0% | 0% | -26% | 1% | 10%
CCNC(=S)N(CCc1cccc(C)c1)Cc1cc2cc(OC)c(OC)cc2[nH]c1=O | -14% | -12% | 6% | -1.6% | ? | -12% | 0% | 5%
CCN=C1S/C(=C\c2cn(CC)c3ccccc23)C(=O)N1CC | -5% | -33% | 23% | -0.7% | -6% | -12% | -2% | 1%
Cc1ccc(Cn2ccc(NC(=O)C3C4CCC(C4)C3C(=O)O)n2)cc1 (stereo unspecified) | -10% | -4%[46.1 µM] | 0%[38.3 µM] | 1.7% | 1% | -11% | -3% | -12%
CSc1nnc2c(n1)c(C)nn2-c1cccc(C)c1 | -2% | 9%[46.1 µM] | -5% | -1.2% | 5% | 14% | -3% | 5%
Clc1ccc(CONc2ncnc3nonc23)c(Cl)c1 | 9% | 1% | 9% | -5.2% | -4% | ? | 0% | -14%
O=[N+]([O-])c1ccc2c(c1)C=C1CCCCC1(N1CCCC1)O2 (stereo unspecified) | -1% | 1% | 14% | 0.0% | 8% | -2%[1.84 µM] | 0% | 0%
O=C(Nc1ccccn1)NC(C(F)(F)F)C(F)(F)F | i | -2%[46.1 µM] | -5%[38.3 µM] | -1.1% | 3% | 0% | -7% | -5%
CCC(C)NC(=O)CCSCCC(=O)NC(C)CC (stereo unspecified) | i | -23% | -10% | 1.0% | 6% | -5% | -1% | 6%
CC(=O)c1ccc2c(c1)OCCOCCOCCO2 | -7% | 11% | / | -1.0% | ? | / | / | -8%
CC(=O)N1CCC(=NNc2nc3ccccc3s2)CC1 | -19% | 2% | 0% | 0.0% | -5% | 10% | -3% | -4%
CCOC(=O)CC1C(=O)NCCN1S(=O)(=O)c1ccc(Cl)cc1Cl (stereo unspecified) | i | -4%[46.1 µM] | -3%[38.3 µM] | -1.1% | 11% | -5% | 1% | 0%
O=C(NC1CCCCCC1)C1CCN(c2nc3ccccc3o2)CC1 | i | -23%[46.1 µM] | 1%[38.3 µM] | -1.0% | -1% | -60%[inhibitor] | 13% | 2%
CCOC(=O)c1nc(C)nc(Sc2n[nH]c(-c3cc(Cl)cc(Cl)c3)n2)c1C | i | -7% | / | 0.0% | -2% | / | / | 9%
Cc1ccc(NC(=O)CSc2ncccn2)c([N+](=O)[O-])c1 | i | 3% | 7% | -0.2% | 1% | 12% | -1% | 2%
CCOC(=O)N1CCN=C1SCc1ccc(C(F)(F)F)cc1 | 0% | -18% | -5% | -2.0% | -5% | 6% | 0% | -6%
CC(C)(C)NC(=O)NC(=O)CN1CCN(c2ncc(C(F)(F)F)cc2Cl)CC1 | 14% | 4%[46.1 µM] | 36%[activator][38.3 µM] | -0.3% | 0% | -58%[inhibitor] | -3% | 2%
CC1=C(n2nnc([N+](=O)[O-])n2)C(c2cccnc2)C(C#N)=C(N)O1 (stereo unspecified) | -11% | 16% | -4% | -1.0% | ? | -9% | -2% | 2%
COc1ccccc1Nc1ccc(C(=O)NCc2cccs2)cn1 | 6% | 12% | 16% | 1.1% | -6% | / | -2% | 6%
CCN1C(=O)/C(=C\c2cccn2-c2ccc([N+](=O)[O-])cc2)N(CC)C1=S | -2% | 0% | 17% | -1.6% | -1% | -2% | 0% | 2%
CCn1c2ccccc2c2cc(/C=N/n3c(-c4cc(C)[nH]n4)n[nH]c3=S)ccc21 | -16% | 29% | / | 1.2% | -10% | / | / | -2%
COc1cccc(C(C(=O)NCc2ccco2)N(C(=O)Cn2nnc3ccccc32)C2CC2)c1OC (stereo unspecified) | ? | -22%[46.1 µM] | 2%[38.3 µM] | -3.9% | 1% | -7% | 1% | 4%
COc1ccc(CNC(=O)COC(=O)c2ccccc2OCC(=O)Nc2ccc(SC(F)F)cc2)cc1 | -1% | 4% | / | 0.0% | 7% | / | / | 8%
CCOc1ccc(NC(=S)N2CCC(C(N)=O)CC2)cc1 | -2% | 11% | 8% | 0.0% | 4% | 16% | 1% | 13%
CCc1ccc(/C=N/Nc2ncnc3nc[nH]c23)cc1 | -13% | -16% | / | -1.0% | -1% | / | / | 13%
O=C1CSC(c2ccccc2F)N1CCN1CCCCC1 (stereo unspecified) | -4% | ? | 19%[38.3 µM] | 0.0% | 4% | -2% | -3% | -1%
COc1ccc2ncn(-c3ccccc3)c2c1 | 0% | 0%[7.67 µM] | -2%[38.3 µM] | -1.0% | 5% | -15% | -8% | -4%
Cc1nn(-c2ccc(Cl)cc2)c(NC(=O)C(C)C)c(-c2ccccc2)c1=O | -1% | -3% | / | 1.1% | -4% | / | / | 31%[activator]
COc1ccc(NCc2ccc([N+](=O)[O-])s2)c(OC)c1 | -6% | -3% | 2% | 1.5% | 10µM* | 12% | 0% | 4%

Gathered by group, those above with a tert-butyl group
smiles | RECQ1 inh | NPSR antagonist | IMPase Li cell | Epigenetic reg | JMJD2E inh | SMN2 splice enh | KinaseGlo FLuc | GoLoco inh red
COc1cccc(C(C(=O)NC(C)(C)C)N(Cc2ccco2)C(=O)CCC(=O)Nc2cc(C)on2)c1OC (stereo unspecified) | 11% | 7% | -2% | 2.2% | 1% | -8% | 1% | -4%
CC(C)(C)NC(=O)NC(=O)CN1CCN(c2ncc(C(F)(F)F)cc2Cl)CC1 | 14% | 4%[46.1 µM] | 36%[activator][38.3 µM] | -0.3% | 0% | -58%[inhibitor] | -3% | 2%

Some of the compounds tested; rates above refer to the full screens.
